Source: PubChem (National Center for Advancing Translational Sciences (NCATS))
IP6K1 inhibitor: Primary qHTS assay for small molecule inhibitors of Inositol hexaphosphate kinase 1 (IP6K1); Inositol hexakisphosphate kinase 1 (Homo sapiens), Q92551; IP6K1 kinase, ADP-Glo luminescence, 2 h; active compounds read low; activity change, % (series mostly up to about 58 µM); 0.81% of 140,000 active; AID 1645851, 2021; in the data active means activity change below about -25%
Target sequence (Q92551 whole entry, looked up): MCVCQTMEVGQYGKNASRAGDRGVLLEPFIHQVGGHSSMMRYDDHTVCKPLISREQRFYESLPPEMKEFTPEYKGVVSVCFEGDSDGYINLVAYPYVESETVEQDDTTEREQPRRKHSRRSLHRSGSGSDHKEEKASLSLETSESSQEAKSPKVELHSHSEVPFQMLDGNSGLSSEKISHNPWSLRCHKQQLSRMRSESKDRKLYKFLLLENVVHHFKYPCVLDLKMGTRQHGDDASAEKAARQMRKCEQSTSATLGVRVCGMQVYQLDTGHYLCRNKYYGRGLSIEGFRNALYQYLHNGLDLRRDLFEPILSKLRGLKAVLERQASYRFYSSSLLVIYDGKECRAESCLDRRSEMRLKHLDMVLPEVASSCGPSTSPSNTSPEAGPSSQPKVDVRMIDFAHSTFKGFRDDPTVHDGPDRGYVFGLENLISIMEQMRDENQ
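ADP-Glo luminescence measures ADP made by human IP6K1 during a 2 h RT reaction with ATP/IP6 (mix at 1.3 mM/130 uM); top library doses 57.5 and 19.1 uM final.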
SNCA expr inhib: Primary qHTS assay for inhibitors of alpha-synuclein gene (SNCA) expression | HEK-293 SNCA-luciferase knock-in, luminescence, 24 h | Potency, µM (titrated, usually from 57.2 µM), for the others: top-dose activity change, negative = inhibition, hits mostly inhibitors | 0.17% of 140,000 active | AID 1671194, 2021;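 further: potency means the concentration at half of the fitted maximal effect; plate controls were DMSO cells for no effect and cell-free wells for full effect; nearly all actives have a fitted effect of over 45% in size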
SNCA viab count: GF-AFC viability counterscreen for inhibitors of alpha-synuclein gene (SNCA) expression. HEK-293-SNCA-luc viability, GF-AFC fluorescence, 24 h. 0.12% of 150,000 active. AID 1671193, 2021. Potency, µM (doses to about 57.1 µM), for inactives: top-dose activity change, negative = cytotoxicity, most hits filed as cytotoxic;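 further: potency means the concentration at half of the fitted maximal effect; 0% = DMSO-treated cells and -100% = medium-only wells without cells; nearly all actives have a fitted effect of over 30% in size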
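HEK-293-SNCA-luc cells (1500/well) plated 24 h, then exposed 24 h to a dilution series; GF-AFC added 30 min at 37C, fluorescence 405/540 nm; normalised to medium-only and DMSO wells, Hill fit.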
HEK cytotox: Cytotoxic Profiling in HEK 293 Cell Line of Diverse Libraries Using Quantitative High-Throughput Screening | 6.6% of 94,000 active | Potency, µM (series often up to 115 µM), inactives show at the top dose activity change, negative = cytotoxicity, actives largely listed as inhibitors | HEK 293 viability, ATP luminescence (CellTiter-Glo), 48-72 h | AID 1345083, 2018; further: potency means the concentration at half of the fitted maximal effect; nearly all actives have a fitted effect of over 60% in size
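ATP-coupled CellTiter-Glo luminescence served as viability read-out, recorded 10 min after reagent addition at room temperature. HEK 293 cells, 250 cells/well, had been incubated with pintool-transferred compound for 48 or 72 hr at 37 degree Celsius.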
GPT2 inh: Primary qHTS assay for inhibitors of Glutamate pyruvate transaminase 2 (GPT2) | 0.25% of 100,000 active | AID 1671188, 2021 | Recombinant GPT2, coupled pyruvate oxidase/HRP Amplex Red fluorescence | Potency, µM (titrated, usually from 57.7 µM), inactives show at the top dose activity change, negative = inhibition, usual class: inhibitors; further: potency means the concentration at half of the fitted maximal effect; nearly all actives have a fitted effect of over 60% in size; many of its hits are not listed in these tables
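Fluorescence of coupled pyruvate oxidase/HRP/Amplex Red system (50uM Amplex, 30 min, dark) reports pyruvate formed by GPT2. Enzyme reaction: 10ng/uL GPT2, 2mM L-alanine, 250uM a-KG, 30 min room temperature, pH 7.5; 50uM AOA control.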
Luciferase inh: Firefly luciferase inhibition profiling of diverse chemical library using quantitative high-throughput screening; Luciferin 4-monooxygenase (Photinus pyralis), P08659; purified P. pyralis luciferase, luminescence, biochemical; Potency, µM (top dose mostly 115 µM), for the others: top-dose activity change, negative = inhibition, actives largely listed as inhibitors; 2.5% of 76,000 active; AID 1347043, 2019; further: potency means the concentration at half of the fitted maximal effect; nearly all actives have a fitted effect of over 65% in size
Target sequence (P08659 whole entry, looked up): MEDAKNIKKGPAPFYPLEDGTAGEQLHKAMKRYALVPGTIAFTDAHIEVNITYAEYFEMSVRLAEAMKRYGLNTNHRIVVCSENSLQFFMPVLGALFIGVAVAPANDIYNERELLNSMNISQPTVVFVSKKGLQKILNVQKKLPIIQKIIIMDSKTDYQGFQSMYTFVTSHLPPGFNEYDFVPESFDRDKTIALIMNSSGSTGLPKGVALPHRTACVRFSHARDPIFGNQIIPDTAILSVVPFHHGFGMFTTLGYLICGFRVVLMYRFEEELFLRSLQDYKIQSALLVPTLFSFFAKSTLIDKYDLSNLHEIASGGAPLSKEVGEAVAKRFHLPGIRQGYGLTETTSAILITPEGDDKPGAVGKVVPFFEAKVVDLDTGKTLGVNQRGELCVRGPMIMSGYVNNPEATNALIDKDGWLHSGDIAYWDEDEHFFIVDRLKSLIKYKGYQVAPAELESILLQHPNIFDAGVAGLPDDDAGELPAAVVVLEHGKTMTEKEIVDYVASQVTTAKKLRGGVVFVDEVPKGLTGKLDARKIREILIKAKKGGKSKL
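Luminescence read by CCD imager after adding enzyme (10nM final) to wells holding compound, titrated in qHTS. Substrates 10uM each D-luciferin and ATP; buffer 50mM Tris acetate pH 7.5, 10mM Mg acetate, Tween-20, BSA.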
3T3 cytotox: Cytotoxic Profiling in NIH 3T3 Cell Line of Diverse Libraries Using Quantitative High-Throughput Screening; AID 1345082, 2018; Potency, µM (doses to about 96.7 µM), inactives show at the top dose activity change, negative = cytotoxicity, hits mostly inhibitors; NIH 3T3 viability, CellTiter-Glo ATP luminescence, 48-72 h; 4.3% of 94,000 active; further: potency means the concentration at half of the fitted maximal effect; nearly all actives have a fitted effect of over 55% in size
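Cytotoxicity was measured by CellTiter-Glo ATP luminescence after 48 or 72 h compound exposure at 37 °C. Mouse NIH 3T3 fibroblasts were seeded at 400 cells/well and dosed by 23 nL pin transfer.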
* marks the source's active call; other numbers are inactive results; i = inactive; ? = inconclusive; . = no result given; [ ] = dose if it differs, or a comment. Unless noted, the call rests on the fitted dose curve; in most records, active means well fitted curve in the direction sought with a large enough effect; inconclusive means small, poorly fitted or top-dose-only effect, or another doubt; inactive means no such curve, though single readings can be large; an effect the other way counts as inactive or inconclusive. Unless noted, on the % scale 0 is the no-effect control and ±100 the full control effect. Some of the compounds tested; rates above refer to the full screens.

Below each compound – IP6K1 inhibitor, HEK cytotox, SNCA viab count, 3T3 cytotox, GPT2 inh, Luciferase inh, SNCA expr inhib
(1) Cc1ccc(-c2nc(CC(=O)Nc3ccc4c(c3)C(=O)N3CCC[C@H]3C(=O)N4)cs2)cc1
    -3, ?, 2%, ?, -5%, ?, 5%
(2) Cc1ccc2c(c1)N1C(=O)OC[C@@H]1CCN(C)C2
    -5, 3%[230 µM], 1%[87.6 µM], i, -5%[88.5 µM], -1%[230 µM], 9%[87.6 µM]
(3) Cc1ccc(-n2cc(CN3CCC(CCO)CC3)c(-c3cccc(C)c3)n2)cc1
    -4, ?, -10%, ?, i, -3%, -11%
(4) CCN(C(=O)CSc1nc2ccccc2n1Cc1ccc(F)cc1Cl)c1ccccc1
    22, ., 10%, ., ., ., -14%
(5) Cc1noc(C)c1C(=O)N1Cc2ccccc2OC2(CCN(C(=O)CN(C)C)CC2)C1
    -16, 2%, -2%, i, 1%, ., 22%
(6) O=c1n(CCN2CCCC(N[S+](=O)([O-])c3cccs3)C2)nc2n1CCCC2 (stereo not drawn)
    7, 1%, ., -22%, ., ., .
(7) Cc1ccc(-c2nc(C)c(CCNC(=O)c3ccccc3Br)s2)cc1
    -3, ., -6%, ., ., ., 48%[activator]
(8) COc1ccc(-c2cc(C(C)=O)c(C)n2CCC(=O)NCc2ccccc2OC)cc1
    1, ., -11%, ., ., ., -19%
(9) O=C1C(CCC(O)c2ccc(F)cc2)C(c2ccc(O)cc2)N1c1ccc(F)cc1 (stereo not drawn)
    ., ., -6%, ., -2%, ., -8%
(10) COc1ccc(NC(=O)c2cc(NC(=O)C3CC3)cc3nc(C)ccc23)cc1
    0, ?, 0%, ?, i, 1%, -20%
(11) COCc1nnc2n1CCC(NC(=O)CCn1cccn1)CC2 (stereo not drawn)
    -2, -14%, 5%, -5%, -13%, -18%, 9%
(12) COCCCNC(=O)c1nc2sccn2c1-c1cccnc1
    9, 1%[172 µM], 2%[87.6 µM], -5%[138 µM], 2%[88.5 µM], ., 6%[87.6 µM]
(13) Clc1ccc(-c2cnc([C@@H]3COCCN3C3CCNCC3)[nH]2)s1
    16, ?, -4%[87.6 µM], -5%[174 µM], i, -1%[172 µM], -9%[87.6 µM]
(14) O=C1Nc2ccc(Cl)cc2C(C#CC2CC2)(C(F)(F)F)O1 (stereo not drawn)
    ., ., -22%, ., 0%, ., 30%
(15) O=C(NCCc1noc(-c2ccncc2)n1)C1(S(=O)(=O)c2ccc(Cl)cc2)CC1
    11, -15%, 9%[12.5 µM], -13%, -7%, -11%, -30%
(16) CC(C)N1C(=O)C2(CCCC2)C1C(=O)N1CCCC1 (stereo not drawn)
    4, 1%, -4%, 2%, i, -3%, 17%
(17) CS(=O)(=O)N1CCCC(c2nc(-c3ccccc3)no2)CCNC(=O)CC1 (stereo not drawn)
    30, -4%, 7%, -8%, i, 0%, 0%
(18) Cc1cc(C)n(CC(=O)N[C@@H]2CN(Cc3ccccn3)C[C@H]2CN(C)C)n1
    10, 0%, 2%, 4%, i, -10%, 9%
(19) O=C(C1CCCN1c1nc2ncccc2o1)N1CCOCC1 (stereo not drawn)
    -5, -2%[172 µM], 7%[87.6 µM], -14%[138 µM], -30%[88.5 µM], -8%[172 µM], 8%[87.6 µM]
(20) CNC(=O)c1cc(C2CC2)nc2onc(C3CCN(C(=O)Cc4cccc(Cl)c4)C3)c12 (stereo not drawn)
    -8, ?, ., -17%, ., ., .
(21) COc1nccnc1NC1CCN(C(=O)NCc2ccc(F)cc2)CC1
    -4, ?, 0%, -25%, i, 12%, -16%
(22) COc1cccc(CNC(=O)N(C)C2CCc3nn(C)c(=O)n3CC2)c1 (stereo not drawn)
    -8, -3%, -3%, -4%, -10%, -12%, 28%
(23) N#C/C(=C/c1ccc(Cl)cc1Cl)c1nc2ccccc2c(=O)[nH]1
    -2, ., 8%, ., ., ., -6%
(24) O=C1CC(c2ccccc2)N(C(=O)CNS(=O)(=O)c2ccc3c(c2)CCC3)CCCCCCN1 (stereo not drawn)
    6, ?, -5%, ?, -5%, -1%, -26%
(25) CCOc1ccc(OCC)c(NC(=O)c2nnn(CC(=O)Nc3ccc(C)cc3C)c2N)c1
    4, ., 7%, ., ., ., 21%
(26) CCc1ccc(C(=O)COC(=O)C(NC(=O)C2CCC(C)CC2)C(C)C)cc1 (stereo not drawn)
    10, ., -3%, ., ., ., -18%
(27) COc1ccccc1CNC(=O)c1ccc2c(c1)CCN2S(=O)(=O)c1ccccc1
    25, ., 1%, ., ., ., -9%
(28) COc1ccccc1N1CCN(c2cc(C)nc3c(-c4ccc(Cl)cc4)c(C)nn23)CC1
    -8, ., -23%, ., ., ., 17%
(29) Cc1ccc(NC(=O)c2ccc3c(c2)N(C)C2CCCCN2C3=O)cc1F (stereo not drawn)
    13, ?, 0%[12.5 µM], ?, 3%, ?, 162%[activator]
(30) C[S+](=O)([O-])NCc1nnc2n1C(C(=O)NC1CCCCCC1)CC2 (stereo not drawn)
    13, -17%[230 µM], 0%[23.9 µM], -16%[174 µM], i, ., 10%[87.6 µM]
(31) Cc1cc(C)c(CNC(=O)c2nc(-c3cccc(O)c3)cc3[nH]ccc23)c(=O)[nH]1
    -15, 79µM*, ?, 50µM*, -6%[88.5 µM], ?, 31%[activator][87.6 µM]
(32) CCOC(=O)c1cc(-c2ccccc2)n(CCCC(=O)Nc2cccc(C)c2C)c1C
    33, ., 3%, ., ., ., 43%
(33) COc1ccccc1[C@@H]1C2=C(CC(C)(C)CC2=O)Nc2n[nH]c(C(F)(F)F)c21
    -3, ., ?, ., 3%, ., .
(34) COc1ccc(C(C)NC(=O)COc2ccc(NC(C)=O)cn2)cc1OC (stereo not drawn)
    14, ?, 2%, i, i, 2%, -27%
(35) CCSc1ncc(-c2c(-c3ccccc3)ncn2CC[C@@H](C)CO)cn1
    10, ?, -23%, ?, -4%, -1%, 0%
(36) CCc1ccc(NC(=O)N2CCOc3ccc(Cl)cc32)cc1
    -11, ., 4%, ., ., ., 98%[activator]
(37) CCn1cc(C(=O)NCc2ccc(C)cc2)c(=O)c2cc(S(=O)(=O)N3CCc4ccccc4C3)ccc21
    1, ., -2%, ., ., ., 24%
(38) Cc1cccc2c1nc1n2[C@@H](CNCc2ccc(S(C)(=O)=O)cc2)COC1
    1, ?, ?, ?, i, -9%[172 µM], -18%[87.6 µM]
(39) O=C(NCc1nnc2cc(-c3nc(C4CC4)no3)ccn12)c1ccccc1
    12, ?, 6%, -1%, i, 0%, -24%
(40) CN(CC1CCOC1)C(=O)Nc1ccc(Cl)cc1 (stereo not drawn)
    7, 1%, 0%, -20%, i, ?, 69%[activator]

One compound at a time, as listed above.
CCc1ccc(NC(=O)N2CCOc3ccc(Cl)cc32)cc1 in the list: IP6K1 inhibitor = -11; HEK cytotox = .; SNCA viab count = 4%; 3T3 cytotox = .; GPT2 inh = .; Luciferase inh = .; SNCA expr inhib = 98%[activator]
CCn1cc(C(=O)NCc2ccc(C)cc2)c(=O)c2cc(S(=O)(=O)N3CCc4ccccc4C3)ccc21 in the list: IP6K1 inhibitor = 1; HEK cytotox = .; SNCA viab count = -2%; 3T3 cytotox = .; GPT2 inh = .; Luciferase inh = .; SNCA expr inhib = 24%

(further entries)
Below each compound – IP6K1 inhibitor, HEK cytotox, SNCA viab count, 3T3 cytotox, GPT2 inh, Luciferase inh, SNCA expr inhib
(41) CCC(=O)N1c2ccccc2CC1C(=O)NCc1cccc(C)c1 (stereo not drawn)
    7, ., -5%, ., ., ., 4%
(42) Cc1nn(-c2ccccc2)c2c1C(C(C)C)N(C1CCN([S+](=O)([O-])c3cccc(C(F)(F)F)c3)C1)C2=O (stereo not drawn)
    8, ?, ., ?, ., ., .
(43) COc1cccc(NC(=O)C2CCCN(S(=O)(=O)c3cn(C(C)C)cn3)C2)c1 (stereo not drawn)
    38, ., 5%, ., ., ., 35%[activator]
(44) CCc1nc2c(c(-c3ccc(O)cc3)n1)CCN(Cc1cncs1)CC2
    14, 1%, -3%, -22%, i, 0%, 2%
(45) CCOc1ccccc1CNC(=O)c1c(OCC)cc(=O)n2c1CCCC2
    6, 1%, 6%, ?, i, -6%, 18%
(46) CC(C)(O)CN1CCC(=O)N(C/C=C/c2ccccc2)CCc2ccccc21
    14, ?, 5%[23.9 µM], -30%[46.1 µM], -15%[27.3 µM], ., -7%[25.6 µM]
(47) COCc1nc(C2CCN(C(=O)c3cn(C)cn3)C2)no1 (stereo not drawn)
    -5, 0%, 0%, -8%, i, -5%, -19%
(48) CCOCc1nc(C2CCCN(C(=O)c3cccs3)C2)no1 (stereo not drawn)
    27, 7%, 4%[12.5 µM], i, 0%, -3%, -8%
(49) CCCc1cnc2c(c1SCC(=O)Nc1ccccc1F)c(=O)n(C)c(=O)n2C
    -19, ., 4%, ., ., ., -1%
(50) O=C(O)CCC(=O)N1Cc2ccccc2CC2(CCN(Cc3ccc(O)cc3)C2)C1 (stereo not drawn)
    -8, -6%, 4%, -9%, i, ., 37%[activator]
(51) CCc1cccc(C)c1Nc1c(-c2ccc(N(C)C)cc2)nc2cnccn12
    -10, ., ?, ., ., ., -25%
(52) Cc1cc(=O)n(CC(=O)Nc2ccc(C)c(Cl)c2)c(N2CCN(c3ccccc3)CC2)n1
    17, ?, 12%, ?, i, 17%, 19%
(53) COc1ccc(-c2noc(CC3CCN(C(=O)c4ccccc4OC)CC3)n2)cc1
    -5, ?, -3%, ?, i, -12%, ?
(54) COc1ccc(CCNC(=O)c2ccc(Cn3ccn4nc5c(c4c3=O)CCCC5)cc2)cc1OC
    3, 40µM*, -9%, ?, -3%, -4%, -8%
(55) CCNC(=O)CC1=CSC2=NC(C)=C(C(=O)Nc3ccccc3)C(c3ccc(F)cc3)N12 (stereo not drawn)
    21, ?, -3%, -12%, i, -11%, -17%
(56) CN[C@@H](C)C(=O)N1CCC(c2cc(N3CCOCC3)nc(C)n2)CC1
    -6, -21%, -14%, -7%, i[11.5 µM], 10%, 3%
(57) COc1ccc(CN2Cc3[nH]nc(-c4ccc(C(=O)N5CCOCC5)cc4)c3CC2=O)cc1
    8, 79µM*, -1%, -24%, -13%, -3%, -11%
(58) CC1=C[C@@H](CNC(=O)c2cccc(F)c2)[C@H](C(C)C)C[C@H]1CC(=O)NCc1cccnc1
    26, ?, -10%, ?, -25%, 8%, -18%
(59) Cc1ccc(C(=O)N2CCC3(CC2)N(c2ccccc2)C(=O)CS3(=O)=O)cc1
    -10, -18%, 15%, -22%, 0%, -9%, -19%
